Screens deposited in PubChem by Fisher Drug Discovery Resource Center.
NPYLR7 agonist: mosquito NPYLR7 agonism. HEK293T NPYLR7/Galpha15, GCaMP6s calcium fluorescence. activation, % at 10 µM. actives 0.15% (n = 270,000). AID 1259423; in the data active = activation above about 40%;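 note: 0% = vehicle and 100% = reference agonist at the receptor; some compounds past the cut are filed as inactive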
mcGAS lum: blocks mouse cGAS activity; recombinant cGAS, Kinase-Glo ATP depletion luminescence; inhibition, % at 12.5 µM; actives 0.15% (n = 160,000); AID 1259399;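 note: 0% = negative control wells and 100% = reference inhibitor with no enzyme activity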
hcGAS inh: blocks human cGAS activity; Q8N884; actives 0.081% (n = 290,000); recombinant h-cGAS, ATP depletion, Kinase-Glo luminescence; inhibition, % at 12.5 µM;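 note: 0% = vehicle reaction and 100% = reaction without DNA for no activity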
Target sequence (Q8N884 whole entry, looked up): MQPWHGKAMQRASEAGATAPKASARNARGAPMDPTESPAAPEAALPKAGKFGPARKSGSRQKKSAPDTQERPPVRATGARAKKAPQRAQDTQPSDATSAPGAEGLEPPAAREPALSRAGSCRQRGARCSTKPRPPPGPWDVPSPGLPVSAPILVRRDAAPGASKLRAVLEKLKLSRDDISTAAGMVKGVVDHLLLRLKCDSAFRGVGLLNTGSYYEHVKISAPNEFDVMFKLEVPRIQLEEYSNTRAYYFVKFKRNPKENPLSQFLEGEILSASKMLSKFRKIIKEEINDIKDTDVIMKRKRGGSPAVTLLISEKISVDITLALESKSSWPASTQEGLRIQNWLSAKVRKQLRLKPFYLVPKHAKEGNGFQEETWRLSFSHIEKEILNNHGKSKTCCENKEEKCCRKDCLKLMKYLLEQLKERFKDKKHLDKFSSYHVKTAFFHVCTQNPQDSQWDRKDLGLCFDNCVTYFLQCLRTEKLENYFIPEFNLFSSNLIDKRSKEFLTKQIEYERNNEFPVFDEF
An asterisk follows results filed as active; / = not tested or not shown; & = joins results of further samples. Cut-off read from the data, not from the text of the source, unless noted: active = inhibition above about 40%; inactive = the rest.

cpd | mol | NPYLR7 agonist | mcGAS lum | hcGAS inh
1 | CCn1c(SC(C)C(=O)NCc2ccc(F)cc2)nnc1-c1ccco1 (stereo not drawn) | 3 | 0 | -11
2 | CC1(C(=O)Nc2cccc(NS(C)(=O)=O)c2)CCN1CCCc1ccccc1 (stereo not drawn) | 3 | / | -10
3 | COc1ccc2c(c1OC)C(=O)N(c1ccc3c(c1)CCC3)C2=O | 5 | / | -7
4 | Cc1nccn1CC1(CNC(=O)C2CCCN(CC(N)=O)C2)CC1 (stereo not drawn) | 12 | / | -8
5 | CC(C)CC(N)c1csc(Nc2cnccn2)n1 (stereo not drawn) | 12 | / | -5
6 | Cc1nc(C)c(Cc2cccc(C(F)(F)F)c2)c(N2CCN(C(=O)Nc3ccc(C(F)(F)F)cc3)CC2)n1 | 0 | -4 | -11
7 | c1cncc(COC2CCN(Cc3ccc4occc4c3)CC2)c1 | 12 | / | -5
8 | CC(c1ccc(F)cc1)N(C)S(=O)(=O)c1ncn(C)c1Cl (stereo not drawn) | 3 | / | -3
9 | CN(Cc1ccco1)C(=O)NCCc1cccc(Cl)c1 | 9 | / | -13
10 | COc1ccc(N2C(=O)CSC2c2ccc(NC(=O)c3ccc(F)cc3)cc2)cc1 (stereo not drawn) | 10 | -4 | -4
11 | CCOC(=O)c1c(NC(=O)CN2CCCCC2)sc2c1CCC(C)C2 (stereo not drawn) | 0 | -4 | -5
12 | NC(=O)CCS(=O)(=O)CCN1CCOCC1 | 9 | / | -4
13 | CCOC(=O)C1CCCN(C(=O)c2nn(-c3ccc(Cl)cc3)c(=O)n(CC)c2=O)C1 (stereo not drawn) | 9 | -5 | -7
14 | CCOC(=O)Cn1c(=O)c2c(nc3n(-c4cc(C)ccc4C)c(C)c(C)n23)n(C)c1=O | 6 | -3 | -1
15 | CCOC(=O)C1=C(C)NC(C)=C(C(=O)OC)C1c1ccc([N+](=O)[O-])cc1 (stereo not drawn) | -7 | 0 | 11
16 | COc1ccc2nc(NNC(=O)c3cc(=O)c4ccccc4o3)sc2c1 | -4 | -4 | -3
17 | OCC1N(CCc2ccccc2)C2CCC1(O)CC2 (stereo not drawn) | 19 | -10 | -7
18 | Cc1ccc(-n2c(=O)[nH]c3c(C(=O)Nc4ccccc4)cn(C)c3c2=O)cc1 | 3 | / | -2
19 | CCN(CC)C(=O)CN(C#N)c1nc(N(C)C)nc(N(C)C)n1 | 9 | -8 | -6
20 | COc1ccc(Cc2nc3ccc(C(=O)NCc4cc(F)ccc4F)cc3o2)cc1OC | 5 | / | -5
21 | COc1cc2c(cc1OC)C(CNC(=O)C1CCCC1)N(C(=O)Nc1cccc(F)c1)CC2 (stereo not drawn) | 3 | 2 | 5
22 | CCCN(C)CCC(=O)NC(C#N)c1cccc(Cl)c1 (stereo not drawn) | 14 | / | -5
23 | Cc1nc(CNc2nccc(CCC(F)(F)F)n2)nc2c1CCCC2 | 21 | / | -6
24 | O=C(CS(=O)(=O)c1cccc(Br)c1)Nc1ccccc1F | -2 | / | -16
25 | CCOC(=O)c1c(C)oc(N)c1C(=O)OCC | -3 | / | 1
26 | CC(C)(C)c1cc2nc(-c3ccccc3)cc(C(=O)N3CCN(c4ccccc4Cl)CC3)n2n1 | -2&14 | -10&-4 | -8&0
27 | COc1ccc(N2CCn3c2nnc(C(=O)NCCOCCO)c3=O)cc1 | 2 | -7 | -8
28 | CN(Cc1ccc(CN(C)S(C)(=O)=O)o1)Cc1cccc2ncccc12 | 25 | / | -1
29 | Cc1nccn1-c1ccc(NS(=O)(=O)c2ccc(C#N)cc2)cn1 | 10 | / | -10
30 | CC(C)COC(=O)Nc1cccc(NC(=O)C(=O)N2CCSCC2)c1 | 7 | -13 | -2

Structures above containing a cyano group, in the order listed:
cpd | mol | NPYLR7 agonist | mcGAS lum | hcGAS inh
19 | CCN(CC)C(=O)CN(C#N)c1nc(N(C)C)nc(N(C)C)n1 | 9 | -8 | -6
22 | CCCN(C)CCC(=O)NC(C#N)c1cccc(Cl)c1 (stereo not drawn) | 14 | / | -5
29 | Cc1nccn1-c1ccc(NS(=O)(=O)c2ccc(C#N)cc2)cn1 | 10 | / | -10

The results go on:
cpd | mol | NPYLR7 agonist | mcGAS lum | hcGAS inh
31 | Cc1nc(SCc2ccc(C(=O)NCC3CCCO3)cc2)nc(N2CCN(c3ccccc3Cl)CC2)c1C (stereo not drawn) | -1 | -2 | -2
32 | Cc1nccc(-c2cccc(-n3ccnc3-c3ccco3)c2)n1 | 5 | / | -3
33 | O=C(c1cccc2c(=O)c3ccccc3[nH]c12)N1CCCn2cncc2C1 | -4 | / | -10
34 | Cc1ccc(CN(Cc2ccccc2)CC(O)COC(C)C)o1 (stereo not drawn) | 19 | -6 | -7
35 | CCn1c(C2CC(=O)N(c3ccc(Br)cc3)C2)nc2ccccc21 (stereo not drawn) | -2 | / | -7
36 | Cc1ccc(-n2c(SCC(=O)O)nnc2C2CCNCC2)cc1 | 9 | / | -1
37 | COc1cccc(C(=O)Nc2cc(C)nn2-c2ncnc3c2cnn3-c2ccc(C)cc2C)c1 | 10 | -7 | -3
38 | Cc1ccc2nc(-c3cc(NC(=O)c4ccccc4[N+](=O)[O-])ccc3Cl)oc2c1 | -7 | 1 | 1
39 | NS(=O)(=O)c1cccc(CNS(=O)(=O)/C=C/c2ccc(Cl)cc2)c1 | 4 | / | -2
40 | CCn1nc(C)c(CNC(=O)CCn2cnc3c([nH]c4ccc(C)cc43)c2=O)c1C | / | -7 | -3
41 | C=C(C)CNC(=O)C1CCCN(C2CCN(Cc3ccncc3)CC2)C1 (stereo not drawn) | 3 | / | -10
42 | CCNC(=O)NCC1CCN(Cc2cccc3ccccc23)C1 (stereo not drawn) | -1 | / | 1
43 | CCO[C@H]1COC[C@@H]1NC(=O)c1cc(C)c(CC)n(C)c1=O | 3 | -8 | -6
44 | CCCN(C)c1cc(C(C)C)nc(SCc2ccc(C(=O)NCc3ccco3)o2)n1 | 6 | -4 | -3
45 | CC(=O)Nc1sc(CC#N)nc1-c1ccc(C)cc1 | -14 | / | -16
46 | CCOC(=O)c1ccccc1Sc1ccccc1OC | 3 | / | -6
47 | Cc1cc(NC(=O)C(=O)N2CCc3[nH]c4ccc(F)cc4c3C2)no1 | 6 | / | -10
48 | COc1ccccc1N1CCN(C(=O)CC2CSc3ncc(C)c(=O)n32)CC1 (stereo not drawn) | -8 | / | -3
49 | CCc1nc2ccc(C(=O)N(C)C(C)C)cn2c1N(C)Cc1cc2ccccc2s1 | 11 | -4 | -3
50 | O=C(CCc1ccccc1)N(Cc1cccnc1)c1nc2c(F)cccc2s1 | -5 | -7 | -6
51 | CN1CCN(c2ncccc2CNC(=O)CCc2nc(Cl)n[nH]2)CC1 | 0 | / | -5
52 | CC(C)(C)NC(=O)NC(=O)COC(=O)c1ccc([N+](=O)[O-])o1 | -9 | / | -3
53 | COC1=CC(=O)O/C1=C(/OC)[C@@H]1O[C@H]1c1ccccc1 | -4 | -4 | -4
54 | COc1ccccc1CNS(=O)(=O)c1ccc(Br)s1 | 4 | / | -3
55 | O=C(CSc1nnc(-c2ccco2)o1)NC(=O)NC1CCCCC1 | 9 | / | -9
56 | O=C(Cc1noc(C2CC2c2ccc(Cl)cc2)n1)NC1CCCC1 (stereo not drawn) | 8&4 | -13 | -9&-6
57 | CCCCCCCCCCCCCC(=O)Nc1ccc(-n2nc(OCC)nc2-c2ccc3c(c2)OCO3)cc1 | -10 | 1 | 2
58 | Cc1ccccc1OCC(O)CNc1cccc(-n2nc(OC(C)C)nc2-c2cccc(F)c2)c1 (stereo not drawn) | 12 | -5 | -1
59 | COCCOc1cccc(NC(=O)N2CCCC(C(=O)N(C)C)C2)c1 (stereo not drawn) | 3 | / | -9
60 | O=C(NCC1CCCO1)c1cnn(-c2ccc([N+](=O)[O-])cc2)c1-c1ccccc1 (stereo not drawn) | 24 | -4 | -6

Exported with two lines to a compound: part of the list above.
Sequence of screens – NPYLR7 agonist	mcGAS lum	hcGAS inh
34	Cc1ccc(CN(Cc2ccccc2)CC(O)COC(C)C)o1 (stereo not drawn)
→ 19	-6	-7
35	CCn1c(C2CC(=O)N(c3ccc(Br)cc3)C2)nc2ccccc21 (stereo not drawn)
→ -2	/	-7

The list continues.
cpd | mol | NPYLR7 agonist | mcGAS lum | hcGAS inh
61 | c1ccc(OCc2noc(CN3CCCC(c4ccccc4)CC3)n2)cc1 (stereo not drawn) | 6 | -8 | -4
62 | COC(=O)C1Cc2ccccc2CN1C(=O)CN(C)CC(=O)Nc1ccc(C)cc1 (stereo not drawn) | 4 | / | -1
63 | CC(=O)c1cccc(NC(=O)c2nc3nc(C)cc(C(F)F)n3n2)c1 | 3 | / | -6
64 | Cc1ccc2scc(N3CCC(C(N)=O)CC3)c(=O)c2c1 | 1 | -7 | -4
65 | CCn1c(C(=O)N2CCN(CCS(C)=O)CC2)cc2ccccc21 (stereo not drawn) | 1 | / | -15
66 | Oc1c(Br)cc(C=NNc2ncc(F)c(N3CCOCC3)n2)cc1Br | 5 | 14 | 1
67 | COc1ccc(C(=O)N2CCN(C(c3ccc(Cl)cc3)c3ccc(Cl)cc3)CC2)cc1F | 6 | -5 | -2
68 | Cc1cccc(-c2[nH]ncc2C(=O)N2CCC3(CC2)C(=O)NCCN3C)c1 | 12 | -9 | -2
69 | Cc1cccc(CC(=O)N2CCN=C2SCc2ccc([N+](=O)[O-])cc2)c1 | -1 | / | -7
70 | CC1c2cccn2CCN1C(=O)Cc1nc(-c2cccnc2)n[nH]1 (stereo not drawn) | -2 | / | -6
71 | Cc1nc2scc(-c3ccco3)c2c(=O)n1N=CN(C)C | 2 | -3 | 1
72 | COc1ccc(OC)c(NS(=O)(=O)c2ccc3[nH]c(=O)[nH]c3c2)c1 | 3 | / | -11
73 | COc1cccc(C2CCCCN2Cc2nc(CCc3ccccc3)no2)c1 (stereo not drawn) | 5 | -7 | -7
74 | Cc1ccccc1C(=O)N1CCN(C(C(=O)NCCc2ccccc2)C2CCCC2)CC1 (stereo not drawn) | -1 | / | 3
75 | O=c1ccc(-c2ccncc2)nn1CCCNS(=O)(=O)c1ccc2c(c1)CCCC2 | 20 | / | 1
76 | CC1=C(C(=O)OCC2CCCO2)C(c2ccccc2F)NC(=O)N1 (stereo not drawn) | 0 | -8 | -5
77 | N#CC1(P(=O)(c2ccccc2)c2ccccc2)CCCC1 | 8 | -7 | -6
78 | CCOC(=O)C(=CNc1nnc(C)s1)C(=O)OCC | 1 | / | -4
79 | Cc1nc(Cl)sc1S(=O)(=O)Nc1ccc(C(=O)NC(C)(C)C)cc1 | -5 | / | 4
80 | Cc1c(O)cccc1C(=O)N[C@@H](CSc1ccccc1)[C@H](O)CN1C[C@H]2CCCC[C@H]2C[C@H]1C(=O)NC(C)(C)C | -8 | / | -3
81 | Cc1ccc(Nc2nc(NCCOCCO)nc(N)c2[N+](=O)[O-])cc1C | 0 | / | -4
82 | Cc1nn(-c2ccccc2)c2sc(C(=O)N3CCOC(C)C3)cc12 (stereo not drawn) | 5 | / | -2
83 | CCCCCCN(C(=O)c1ccc(Cl)c(Cl)c1)C(C)c1nc2ccccc2c(=O)n1-c1ccccc1Cl (stereo not drawn) | / | -1 | 4
84 | Cc1cccc(C(C(=O)N(Cc2cncs2)C2CC2)N(C)C)c1 (stereo not drawn) | 21 | -13 | -5
85 | Cc1cc(C)n(-c2cc(-c3ccccc3)nc3c(-c4ccccc4)cnn23)n1 | 2 | -7 | -10
86 | O=C(Nc1ccc(-c2cscn2)cc1)C1CCCN(C(=O)CCN2CCCCO2)C1 (stereo not drawn) | 7 | / | -9
87 | COCCn1c(=O)c2c(nc3n2CC(C)CN3c2cc(C)ccc2OC)n(C)c1=O (stereo not drawn) | / | -8 | -12
88 | Cc1ccc(-c2cnnc(N3CCCCC3CCc3ccc(O)cc3)n2)o1 (stereo not drawn) | 4 | / | -10
89 | O=C1C2C3C=CC(C3)C2C(=O)N1c1c(F)cccc1F (stereo not drawn) | -12 | 1 | 1
90 | CC12CC(NC(=O)N1c1ccc(F)cc1F)c1cc(Br)ccc1O2 (stereo not drawn) | 0 | -8 | -9

Rewritten with each value named: entries from further up.
79. Cc1nc(Cl)sc1S(=O)(=O)Nc1ccc(C(=O)NC(C)(C)C)cc1
  NPYLR7 agonist = -5 | mcGAS lum = / | hcGAS inh = 4

80. Cc1c(O)cccc1C(=O)N[C@@H](CSc1ccccc1)[C@H](O)CN1C[C@H]2CCCC[C@H]2C[C@H]1C(=O)NC(C)(C)C
  NPYLR7 agonist = -8 | mcGAS lum = / | hcGAS inh = -3

81. Cc1ccc(Nc2nc(NCCOCCO)nc(N)c2[N+](=O)[O-])cc1C
  NPYLR7 agonist = 0 | mcGAS lum = / | hcGAS inh = -4

82. Cc1nn(-c2ccccc2)c2sc(C(=O)N3CCOC(C)C3)cc12 (stereo not drawn)
  NPYLR7 agonist = 5 | mcGAS lum = / | hcGAS inh = -2

Next compounds:
cpd | mol | NPYLR7 agonist | mcGAS lum | hcGAS inh
91 | O=C(Nc1nnc(SCc2ccccc2C(F)(F)F)s1)c1ccco1 | -3 | -5 | -7
92 | CC(C)(C)CC(C)(C)Nc1c(-c2ccc(OC(=O)c3cccc4ccccc34)cc2)nc2ccc(Br)cn12 | 1 | -4 | -1
93 | CC(c1nnc(SCC(=O)O)n1-c1cccnc1)n1cccn1 (stereo not drawn) | 4 | / | -3
94 | O=C(O)CN1C(=O)/C(=C\c2ccc(-c3cc([N+](=O)[O-])ccc3Cl)o2)SC1=S | 0 | 0 | -2
95 | Cc1cccc(N2C(=O)C(c3c(-c4ccccc4)[nH]n(C)c3=O)=C(N3CCCC3)C2=O)c1 | 2 | -9 | -7
96 | O=C1NN(C(=O)COc2ccc(Cl)cc2Cl)C(c2ccc(Br)cc2)=CS1 | 0 | 0 | 1
97 | C=CCNCc1csc(COc2ccccc2C(C)C)n1 | 29 | / | -2
98 | COc1ccc(C(=O)NC(C(=O)NC2CC2)C2CCN(C(=O)c3cccc(OC)c3)CC2)cc1 (stereo not drawn) | -14 | 0 | 2
99 | Cn1c(N)c(N2CCCCC2)c(=O)[nH]c1=O | -1 | / | -5
